Bioassay records deposited in PubChem by National Center for Advancing Translational Sciences (NCATS).
KCNH2 3.1 block – inhibitors of human KCNH2 3.1 potassium channel isoform | U2OS KCNH2 3.1, thallium flux FluxOr; hits give low values | 0.95% of 340,000 active | activity change, % (tested at about 1.8 µM);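 active means maximum activity change below -70%; inconclusive means maximum activity change from -70% to -50%; inactive means maximum activity change above -50%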;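 further: thallium influx rate constant from kinetic fluorescence after stimulation buffer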
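Measured as rate of thallium-driven FluxOr signal in transduced U2OS cells carrying the 3.1 channel, read kinetically for 2 min upon stimulation; values are rate constants scaled to DMSO control wells.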
PKM2 act – activators of human pyruvate kinase M2; purified PKM2, Kinase-Glo ATP luminescence, activation; response scale: 0% is enzyme alone, no compound; Potency, µM (series often up to 57.5 µM), without a hit: at the top dose activation, most hits filed as activators; 0.34% of 260,000 active; further: potency means the concentration at half of the fitted maximal effect; nearly all actives have a fitted effect of over 55% in size
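Kinase-Glo luminescence reports ATP generated from ADP (0.1 mM) and PEP (0.5 mM) by purified hPK-M2 after 1 h at room temperature, pH 7.2 imidazole buffer; intermediate enzyme activity allows detecting inhibitors and activators.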
B2AR arrestin – agonists driving beta-arrestin recruitment to human beta2-adrenergic receptor; P07550; beta-arrestin recruitment to beta2AR, cell-based reporter; Potency, µM (doses to about 46.1 µM), without a hit: at the top dose activation, most hits filed as activators; 0.02% of 330,000 active; AID 492947;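 further: potency means the concentration at half of the fitted maximal effect; 0% = DMSO controls and full agonism = EC100 isoproterenol or metaproterenol; nearly all actives have a fitted effect of over 65% in size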
Target sequence (P07550 whole entry, looked up): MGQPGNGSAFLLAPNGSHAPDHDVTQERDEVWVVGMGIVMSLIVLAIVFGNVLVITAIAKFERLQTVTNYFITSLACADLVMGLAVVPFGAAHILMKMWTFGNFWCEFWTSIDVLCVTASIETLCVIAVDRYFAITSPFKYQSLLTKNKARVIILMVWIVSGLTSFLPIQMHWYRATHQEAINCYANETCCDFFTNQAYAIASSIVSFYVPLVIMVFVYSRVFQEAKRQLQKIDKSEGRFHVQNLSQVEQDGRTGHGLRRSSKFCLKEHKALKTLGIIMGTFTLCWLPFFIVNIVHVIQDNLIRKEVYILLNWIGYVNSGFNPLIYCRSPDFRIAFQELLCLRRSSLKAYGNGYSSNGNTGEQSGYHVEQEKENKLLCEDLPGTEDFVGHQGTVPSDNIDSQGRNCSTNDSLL
hERG WT inh – inhibitors of human wildtype KCNH2 potassium channel | U2OS, BacMam KCNH2, thallium flux FluxOr; hits give low values | Q12809 | activity change, % at 1.84 µM | AID 720551 | 0.37% of 340,000 active;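 active means maximum activity change below -70%; inconclusive means maximum activity change between -70% and -50%; inactive means maximum activity change above -50%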
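U2OS cells were transduced with wild-type KCNH2 virus (2.03 x 10^8 / mL) for 4 h at room temperature, then cultured overnight at 37 C. Thallium flux was read with FluxOr dye. Rate constants were normalized to DMSO controls.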
uPA surface inh – blocks generation of uPA at the cell surface; 0.31% of 330,000 active; cell surface uPA generation assay, qHTS; Potency, µM (series often up to 38.3 µM), inactives show at the highest dose activity change, negative = inhibition, most hits filed as inhibitors; active means well fitted inhibition curve with a large enough effect; inconclusive means small, poorly fitted or top-dose-only effect; inactive means no such curve, though single readings can be large or run the other way; tested in mouse RAW 264.7 cells; further: potency means the concentration at half of the fitted maximal effect; nearly all actives have a fitted effect of over 55% in size
BCR signal inh – chronic active BCR signaling inhibition; ABC-DLBCL IkBa-CBG/CBR reporter, luminescence ratio, 4 h; Potency, µM (series often up to 46.1 µM), inactives show top-dose ratio change, negative = lower green/red ratio, most hits filed as inhibitors; 0.05% of 340,000 active; active means well fitted inhibition curve with a large enough effect in the signal ratio, with a control signal flat, not every such curve was filed as active; inconclusive means small, poorly fitted or top-dose-only effect, or effect the other way, or a change in a side signal; the % refers to the signal ratio;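 further: potency means the concentration at half of the fitted maximal effect; plate controls were basal doxycycline-induced cells for no effect and cells given 10 µM MG132 for full effect; MG132 reads +100%, hits lower the ratio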
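Doxycycline induced both beetle luciferases in TMD8 lymphoma cells; IKK-driven degradation limits the IkappaBalpha-fused green signal, while red luminescence normalises for cell number and nonspecific effects. Compounds tested up to 46 uM, 4 hrs.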
GALK inhibitor – blocks human galactokinase activity; Purified GALK, Kinase-Glo residual ATP luminescence; AID 1868; P51570; 0.007% of 270,000 active; Potency, µM (top dose mostly 57.5 µM), without a hit: top-dose activity change, negative = inhibition, most hits filed as inhibitors; further: potency means the concentration at half of the fitted maximal effect
Target sequence (P51570 whole entry, looked up): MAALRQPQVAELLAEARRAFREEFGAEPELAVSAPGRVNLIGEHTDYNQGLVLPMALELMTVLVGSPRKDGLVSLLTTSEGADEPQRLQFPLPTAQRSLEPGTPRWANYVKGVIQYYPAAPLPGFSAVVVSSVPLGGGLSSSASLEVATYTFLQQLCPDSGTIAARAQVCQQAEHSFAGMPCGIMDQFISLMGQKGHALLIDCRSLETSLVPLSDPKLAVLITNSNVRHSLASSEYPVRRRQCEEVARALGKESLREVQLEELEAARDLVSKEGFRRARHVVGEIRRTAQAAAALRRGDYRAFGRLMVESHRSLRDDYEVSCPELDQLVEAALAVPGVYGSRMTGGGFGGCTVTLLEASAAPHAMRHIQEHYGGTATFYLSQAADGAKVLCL
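5 nM enzyme, 35 uM ATP, 100 uM galactose, 20 mM HEPES pH8.0, 5 mM MgCl2; 1 h RT; residual ATP by Kinase-Glo Plus luminescence, qHTS format.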
USP2a inh – blocks human ubiquitin-specific protease USP2a. O75604. 0.01% of 330,000 active. USP2 core, Ub-CHOP2 coupled fluorogenic reporter, 485/531. Potency, µM (highest dose often 38.3 µM), for inactives: at the top dose activity change, negative = inhibition, most hits filed as inhibitors;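 further: potency means the concentration at half of the fitted maximal effect; plate controls were DMSO wells for no effect and full inhibition by NEM control for full effect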
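Deubiquitinase activity read as fluorescence (485/531 nm) after Ub-CHOP2 cleavage activates the enterokinase reporter on its substrate; USP2 core 10nM, Ub-CHOP2 and substrate 25nM each, 30min compound preincubation then 60min RT; data normalized to NEM, curves fitted.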
Giardia killer – kills Giardia lamblia | activity change, % at 7.66 µM, hits read low | 0.15% of 340,000 active | AID 540267 | Giardia lamblia trophozoite viability; in the data active means activity change below about -80%; inconclusive means between about -30% and that limit;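 further: parasites exposed to compound for two days anaerobically before the ATP read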
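Anaerobic 48 hrs incubation at 37 deg C of 100 trophozoites/well with test compounds; ATPLite 1-Step luminescence, 15-30 min RT, reports cellular ATP as viability.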
FBPA coupling cs – inhibits coupling enzyme system, counter-screen for aldolase hits; 0.67% of 290,000 active; activity change, negative = inhibition, % at 58.2 µM, hits read low; coupling enzyme system counterscreen, AmpLite Red fluorescence; in the data active means activity change below about -30%
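Final compound at 57.5 uM, incubated 10 min at RT with coupling enzyme reagent (glyceraldehyde-3-phosphate), then 20 min with substrate and AmpLite Red detection. Fluorescence read at 525/598 nm; tests interference with the coupling assay, not aldolase inhibition.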
Eya2 phos inh – Eya2 (human) phosphatase inhibition. O00167. recombinant Eya2, OMFP fluorescence dephosphorylation (OMFP is methylfluorescein phosphate). Potency, µM (highest dose often 76.9 µM), for inactives: at the top dose activity, negative = inhibition, usual class: inhibitors. 0.006% of 330,000 active. AID 488837; further: potency means the concentration at half of the fitted maximal effect
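Eya2 (0.2 uM) preincubated 10 min at ambient with compound, then OMFP substrate added at 50 uM; 10 min reaction in 50 mM HEPES pH 7.5, 50 mM NaCl, 5 uM MgCl2, 0.05% BSA, 1 mM DTT. Fluorescence read at Ex 485/Em 525 nm.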
* = called active by the depositor; u = inconclusive; x = not tested or not shown; [ ] = another dose, or the depositor's remark. Unless noted, the call rests on the fitted dose curve; in most records, active means well fitted curve in the direction sought with a large enough effect; inconclusive means small, poorly fitted or top-dose-only effect, or another doubt; inactive means no such curve, though single readings can be large; an effect the other way counts as inactive or inconclusive. Unless noted, on the % scale 0 is the no-effect control and ±100 the full control effect.

SMILES	KCNH2 3.1 block	PKM2 act	B2AR arrestin	hERG WT inh	uPA surface inh	BCR signal inh	GALK inhibitor	USP2a inh	Giardia killer	FBPA coupling cs	Eya2 phos inh
O=C(N/N=C/C=C/c1ccccc1)NC1CCCCC1	4	-6%	0.2%	3	6%	u	12%	3%	6	-1	2%
Cn1c(N)c(C(=O)COC(=O)Cc2ccccc2F)c(=O)n(C)c1=O	-6	x	-0.5%	0	0%	7%	x	2%	3	x	-24%
COc1cc2c(cc1NC(=O)COc1ccccc1OC)oc1ccccc12	0	-2%	-0.1%	-7	x	9%	1%	1%	11	-1	3%
CCOC(=O)CSc1nc(-c2ccccc2)nc2c1oc1ccccc12	-3	1%	-0.4%	10	4%	-2%	0%	-4%	-7	x	-6%
Cc1ccc(C(=O)NC2=NCCS2)cc1Cl	-19	-10%	-0.5%	5	-3%	u	-4%	0%	15	-1	-7%
CN(CC1CCOCC1)C(=O)CC1C(=O)NCCN1Cc1cccc(C(F)(F)F)c1 (stereo unspecified)	5	8%	-0.1%	5	-2%	-1%	x	1%	22	-1	3%
COc1cccc(/C=N/NC(=O)C(=O)N/N=C/c2cccc(OC)c2OC)c1OC	2	13%	-0.4%	-9	4%	3%	x	3%	2	0	-2%
COc1ccccc1C(=O)Nc1ccc(N2CCCCC2)cc1	1	-4%	0.4%	0	-6%	u	2%	5%	u	-3	-22%
Fc1ccc2nc(Nc3ccccc3)sc2c1	-3	-24%	0.2%	-7	4%	6%	0%	1%	-17	1	-6%
Cc1cc(/C([O-])=C(/C(=S)Nc2ccc(F)cc2)[n+]2ccccc2)c(C)n1Cc1ccccc1Cl	0	0%	-0.1%	x	-1%	u	8%	1%	u	-2	13%
COc1cc(C(=O)NCC2CCCO2)ccc1OCc1ccc(Cl)cc1Cl (stereo unspecified)	-14	x	0.1%	-4	-1%	u	x	-10%	-5	x	4%
COc1ccccc1OS(=O)(=O)c1ccc(NC(C)=O)cc1	30	0%	-0.5%	2	3%	0%	-2%	2%	26	-1	-19%
NC(=S)N/N=C/c1cn(-c2ccccc2)nc1-c1cccnc1	1	-3%	5.1%	1	-9%	u	-4%	8%	11	0	-22%
CCCN(CC(=O)Nc1cc(Cl)ccc1Cl)C(=O)/C=C/c1cc(OC)ccc1OC	1	x	-0.2%	-1	6%	0%	x	0%	14	x	2%
CCC(C)NCCCCOc1ccc(Cl)cc1C (stereo unspecified)	-21	-12%	-1.5%	8	7%	u	2%	2%	0	1	5%
CC(NS(=O)(=O)c1ccccc1)C(=O)NCCc1ccccn1 (stereo unspecified)	-4	3%	-0.1%	0	3%	7%	0%	0%	-29	6	0%
O=C(/C=C/c1ccc(F)cc1)OCC(=O)c1ccc[nH]1	12	x	-0.9%	-5	-3%	-4%	x	1%	-5	x	3%
CC(C)(C)C(=O)Nc1ccc(C(=O)CSc2nnc(C3CC3)n2C2CC2)cc1	-4	x	0.4%	2	-16%	0%	x	0%	u	x	4%
O=C(NNS(=O)(=O)c1ccccc1)c1ccc([N+](=O)[O-])cc1	-4	-16%	0.1%	-3	20%	-4%	0%	0%	-27	2	2%
CCCCn1c(N)c(N(CCOC)C(=O)CSc2nc3ccc(C)cc3[nH]2)c(=O)[nH]c1=O	-4	-1%	0.1%	-9	3%	0%	-1%	-1%	-2	0	-7%
COc1cccc(OCCNCc2ccccc2)c1	17	6%	0.2%	-1	1%	0%	3%	-1%	17	1	6%
O=C(ON=C1CCN(S(=O)(=O)c2ccccc2)CC1)c1ccccc1	0	5%	0.2%	-6	2%	2%	-2%	1%	5	1	5%
CC(CC(=O)O)CC1=NS(=O)(=O)c2ccccc2N1 (stereo unspecified)	-15	2%	-0.1%	6	-2%	3%	-4%	0%	-19	-1	3%
Cc1nn(Cc2ccc(C(=O)N3CCN(C(=O)c4ccco4)CC3)o2)c(C)c1[N+](=O)[O-]	10	11%	0.1%	0	19%	1%	-5%	-2%	5	x	-4%
COc1ccc(C(=O)NCCc2nnc(SCC(=O)Nc3ccccc3)n2C)cc1	-24	4%	-1.0%	7	-5%	u	2%	1%	3	4	8%
SMILES	KCNH2 3.1 block	PKM2 act	B2AR arrestin	hERG WT inh	uPA surface inh	BCR signal inh	GALK inhibitor	USP2a inh	Giardia killer	FBPA coupling cs	Eya2 phos inh
CCOC(=O)C(CC)Sc1nc2c(c(=O)[nH]c(=O)n2C)n1CCc1ccccc1 (stereo unspecified)	-7	-3%	-0.2%	2	2%	u	3%	-7%	-6	-3	2%
COc1ccc(N(CC(=O)NC2CCS(=O)(=O)C2)S(=O)(=O)c2cc(C)ccc2C)cc1 (stereo unspecified)	-11	x	-0.5%	5	-1%	0%	x	1%	-23	x	-10%
O=C(CCC(=O)NC1CCCCC1)N/N=C/c1ccncc1	11	2%	0.0%	x	11%	-14%	0%	5%	0	2	8%
CCN(CC)c1ccc(/C=N/N2CCN(c3ccccc3OC)CC2)cc1	-2	-5%[11.5 µM]	-0.2%	15	-34%	0%	7%	1%	-9	6	-13%
Cc1cc(C)n(-c2nc3ccccc3c(=O)n2OCC#N)n1	-10	x	7.7%	0	7%	u	x	2%	5	3	-28%
C=CCNC(=O)/C(C#N)=C/c1cc(Br)ccc1OC	-2	-1%	-0.1%	-1	-7%	u	-5%	-1%	6	3	5%
COc1ccc2c(c1)C=C([C@@H]1C[C@H]3CN(c4ccccc4)C(=O)[C@]34CCCN14)CO2	3	-1%	0.1%	11	-5%	-14%	1%	12%	19	1	7%
CC(=O)O[C@H]1CC[C@]2(C)[C@H]3CC=C4[C@@H]5[C@@H](C)[C@H](C)CC[C@]5(C(=O)O)CC[C@@]4(C)[C@]3(C)CC[C@H]2C1(C)C	x	-7%	-0.3%	x	x	u	-1%	7%	x	6	-5%
CCOc1ccc(S(=O)(=O)N2CCC(C(=O)NCC3CCCO3)CC2)cc1 (stereo unspecified)	1	19%	6.1%	-8	-7%	5%	6%	0%	-16	2	3%
COc1ccc(-c2nc3ccccc3c(=O)n2O)cc1	4	x	1.0%	2	-23%	-7%	x	0%	-17	1	-5%
CCNc1nc(ON=C(C)C)nc(N(C)C)n1	-17	-4%	-0.7%	-10	-8%	u	x	5%	28	5	12%
CC1CCN(S(=O)(=O)c2ccc([N+](=O)[O-])cc2)CC1	10	1%	-0.9%	10	2%	1%	-5%	0%	-30	1	6%
O=C(NNC(=O)c1ccc(Cl)nc1)c1ccncc1	-2	x	0.0%	-7	6%	0%	x	2%	-22	x	-6%
COc1cccc(N2C(=O)C3CCCN3C2=S)c1 (stereo unspecified)	-37	x	0.3%	-16	-8%	0%	2%	2%	33[activator]	2	12%
CCOC(=O)CC(NC(=O)c1ccco1)c1ccccc1Cl (stereo unspecified)	-35	1%	-0.1%	9	1%	-1%	2%	-2%	-4	-1	11%
CC(=O)N1CCc2cc(S(=O)(=O)CCC(=O)Nc3cccc(F)c3)ccc21	-34	3%	0.0%	-18	-3%	0%	-3%	0%	-11	0	-8%
CN(C(=O)CCc1nc(-c2ccccc2F)no1)c1ccccc1	4	3%	0.1%	2	5%	3%	0%	4%	-1	0	-2%
CCCn1c(SCC(=O)c2ccc3c(c2)OCCO3)nnc1C(C)C	0	-8%	5.6%	-5	0%	u	-2%	0%	-15	5	24%
CCCCNC(=S)N1CCC(Cc2ccccc2)CC1	-6	-1%	0.1%	-1	-5%	-1%	4%	-1%	-6	5	0%
Cc1ccc(C2CC2C(=O)NNC(=S)Nc2ccc(Cl)cc2)cc1 (stereo unspecified)	-14	-2%	0.1%	-3	0%	15%	-2%	-18%	-6	-2	-6%
O=S(=O)(c1ccc(Cl)s1)N1CCN(CCc2ccccc2)CC1	x	0%	-1.0%	15	1%	12%	-1%	2%	11	x	-1%
O=C(NNC(=O)c1ccccc1O)c1ccc(-c2ccc([N+](=O)[O-])cc2)o1	1	x	0.1%	-3	-8%	u	x	-2%	u	x	-5%
NC12CC3CC(C1)CC(CC(=O)O)(C3)C2	1	x	0.4%	1	-2%	-1%	0%	1%	-29	1	-5%
Cc1ccc(NC(=O)/C(=C\c2ccco2)NC(=O)c2ccco2)cc1	-22	x	-1.6%	0	-3%	-1%	13%	2%	-8	0	1%
O=[n+]1cc(-c2cc3ccccc3o2)n([O-])c2c1CCCC2	-1	0%	0.2%	-5	0%	-3%	0%	0%	-1	-1	17%
O=C(CCSc1nnnn1-c1ccccc1)N1CCOCC1	5	-1%	-0.2%	1	-4%	-3%	-3%	3%	-9	-1	-6%
Cc1cccc(C)c1NC(=O)CSc1ccc([N+](=O)[O-])cn1	-10	-2%	-0.5%	3	1%	-1%	4%	2%	u	2	2%
COc1ccccc1NC(=O)CCC(=O)N(Cc1ccc(OC)c(OC)c1)c1nccs1	1	3%	-0.1%	-2	2%	u	5%	3%	14	-1	-5%
